FLuc act counter – affects firefly luciferase, flagging false hits in luciferase stimulation screens; activation factor at 10 µM; P08659; AID 1027; ATPlite luciferase biochemical, luminescence, 10 min; 0 = ATP-free wells, 1 = DMSO control; 200,000 tested, under 10 active;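 active = luciferase activation factor, scaled between plate controls, of at least 2 with compound at 10 µM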
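Assay system – cell-free luciferase reagent · Medium – PBS-based ATP solution · Dosing – test compounds dosed from 2 mM stocks in 100% DMSO · Timing – 10 min, room temperature · Technique – light output (luminescence) · Measure – luminescence gain marking luciferase activators · Controls – No-ATP low control, compound-free enzyme-plus-ATP high control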
NF-kB neuron act – NF-kB expression increase, human neuronal cells; NF-kB reporter expression; active compounds read high; fold change at 12.5 µM; actives 1.6% (n = 190,000); AID 1239; in the data active = fold change above about 3.3
Diaph inh CS – diaphorase inhibition or chemical oxidation counter-screen | diaphorase resazurin-to-resorufin fluorescence, NADH, 16 min; bacterial (C. kluyveri) enzyme, not human | inhibition, % at 20 µM | actives 0.69% (n = 190,000);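 active = primary screen inhibition at 20 µM above a set limit, cut at about 50% in these data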;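 note: plate controls were DMSO with full reaction for no effect and wells lacking NADH for full effect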
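Test system: diaphorase enzyme from Clostridium kluyveri; amount: diaphorase at 0.14 U/mL in enzyme working solution; detection: fluorescence of resorufin formed from resazurin, Ex 544/Em 590 nm; times: reaction incubation of 16 min at room temperature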
G6PDH CS – L. mesenteroides G6PDH inhibition counter-screen | inhibition, % at 5 µM | actives 0.12% (n = 200,000) | Purified L. mesenteroides G6PDH, diaphorase/resazurin coupled fluorescence, 45 min; in the data active = inhibition above about 50%
STAT1 activator – increases IFN-gamma driven STAT1 reporter signal. NIH 3T3 STAT1-luciferase reporter, luminescence; 100% = IFN-gamma alone, no compound. activation (% of control), % at 5.5 µM. actives 2.6% (n = 200,000). AID 932;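 active = activation above the screen-wide mean activation plus 3 SD, cut at about 130% in these data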;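 note: raw ratio to IFN-gamma control signal so 100% means no change and 0% no light; values of inactives mirror those of a sister screen read the other way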
APP 5'UTR act – APP 5'UTR luciferase reporter activation; SH-SY5Y APP 5'UTR luciferase reporter, luminescence; zero percent = DMSO vehicle wells; activation, % at 2 µM; AID 1276; actives 1% (n = 190,000);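 active = activation above a set limit, based on mean plus 3 SD of controls, cut at about 140% in these data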; note: values of inactives mirror those of a sister screen read the other way
FLuc inhib CS – inhibits firefly luciferase, flagging false hits in luciferase inhibition screens; P08659; ATPLite firefly luciferase biochemical luminescence, 10 min; inhibition, % at 10 µM; actives 1.5% (n = 200,000);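 active = inhibition above about 50% when tested at 10 µM, limit read from the data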
APP 5UTR inh – APP translation inhibition; inhibition, % at 2 µM; actives 0.82% (n = 190,000); AID 1285; SH-SY5Y APP 5'UTR-luciferase reporter, luminescence;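 active = inhibition above a set limit, derived from the sample mean plus 3 SD, cut at about 45% in these data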; note: values of inactives mirror those of a sister screen read the other way
Diaph act CS – counter-screen for diaphorase-based assays: diaphorase activators and chemical reducers. Diaphorase/resazurin coupled assay, resorufin fluorescence, 16 min; active compounds read high; 1 = vehicle wells, 0 = NADH-free wells. actives 0.005% (n = 190,000). activation factor at 20 µM;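 active = diaphorase activity raised at least twofold by the compound at 20 µM; inactive = activation factor below 2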
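Material: purified diaphorase enzyme from Clostridium kluyveri; Also added: 0.114 mM NADH and 0.1 mM resazurin, final amounts; Doses: single compound dose of 20 µM, 1% DMSO final; Times: 16 min enzyme reaction, ambient temperature; Detection: resorufin fluorescence, excitation 544 nm, emission 590 nm; Measure: increased resorufin signal from activators or reducing compounds.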
TLR4 MyD88 comp – blocks binding of human TLR4 to MyD88; inhibition, % at 8.4 µM; HeLa CL3-4 TLR4/MyD88 BLA complementation, FRET ratio; AID 861; actives 0.18% (n = 200,000); in the data active = inhibition above about 25%;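 note: 0% = vehicle and 100% = reference inhibitor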
Active calls of the source: *; · = not tested or not shown. Hits appear at their usual frequency. Share with any hit: about 5.6%.

[1] COc1ccc(C)cc1NS(=O)(=O)c1cc(C)ccc1C
[2] Cc1ccc(N2CC(C(=O)Nc3ccc(S(=O)(=O)Nc4nccc(C)n4)cc3)CC2=O)cc1 (centres undefined)
[3] CC1CCc2sc3c(c2C1)c1ncnn1c(=O)n3CC(=O)c1ccc(Br)cc1 (centres undefined)
[4] CN(C)[C@@H](CO)c1nnc([C@H](CCC(=O)O)NC(=O)C2CCNCC2)o1
[5] CN(c1ccccc1)S(=O)(=O)c1ccc(C(=O)OCC(=O)N2CCOCC2)cc1

screen / no.	1	2	3	4	5
FLuc act counter	1	1.1	·	1.1	1.1
NF-kB neuron act	1.1	1	·	0.96	0.97
Diaph inh CS	11	10	·	10	18
G6PDH CS	-4	4	·	1	8
STAT1 activator	100	105	108	105	102
APP 5'UTR act	·	-5	0	-2	7
FLuc inhib CS	0	-6	·	-7	-6
APP 5UTR inh	·	5	0	2	-7
Diaph act CS	0.9	0.9	·	0.9	0.8
TLR4 MyD88 comp	-12	-5	4	-2	0

[6] Cc1cccc(Nc2nnc(SCC(=O)Nc3cccnc3Cl)s2)c1
[7] COc1ccc2c(c1)SCCC2=O
[8] COc1ccc(CNC(=O)c2cc(-c3ccco3)on2)cc1
[9] COc1ccc(C(CNC(=O)COc2ccc(Br)cc2F)N2CCCC2)cc1 (centres undefined)
[10] CC(C)(C)Oc1ncc(Br)c(OC(C)(C)C)n1

screen / no.	6	7	8	9	10
FLuc act counter	0.7	1.1	0.9	1	1.1
NF-kB neuron act	0.97	1.3	1.3	0.95	0.82
Diaph inh CS	7	17	-5	4	9
G6PDH CS	0	7	6	2	-4
STAT1 activator	104	98	98	97	98
APP 5'UTR act	5	1	0	10	3
FLuc inhib CS	28	-8	6	-2	-6
APP 5UTR inh	-5	-2	0	-10	-3
Diaph act CS	0.9	0.8	1.1	1	0.9
TLR4 MyD88 comp	-5	12	4	-8	11

Looked up above.
STAT1 activator with no. 7 stands at 98
STAT1 activator with no. 10 stands at 98
Diaph act CS with no. 9 stands at 1

(further entries)
[11] C/C(=N\NC(=O)CSc1nnc(C)s1)c1ccc(Cl)cc1
[12] O=C1C=C(Nc2ccc(Cl)cc2)CC(c2ccc(Cl)cc2)C1 (centres undefined)
[13] CC1CCCN(C(=O)c2ccc3c(c2NCCO)C(=O)c2ccccc2C3=O)C1 (centres undefined)
[14] CCN1C(=O)C(O)(C2COC(C)(C)CC2=O)c2ccccc21 (centres undefined)
[15] Clc1ccccc1Cn1nnc2c(NCC3CC3)ncnc21

screen / no.	11	12	13	14	15
FLuc act counter	1	1	1	1.1	1
NF-kB neuron act	1.5	1.1	0.37	1.1	1.1
Diaph inh CS	4	4	44	5	6
G6PDH CS	4	5	3	10	4
STAT1 activator	99	90	95	103	93
APP 5'UTR act	4	0	-12	2	2
FLuc inhib CS	-3	0	2	-8	-2
APP 5UTR inh	-4	0	12	-2	-2
Diaph act CS	1	1	0.6	1	0.9
TLR4 MyD88 comp	2	6	-8	-14	5

Some entries already given, reduced to G6PDH CS and Diaph act CS.
No. | Structure | G6PDH CS | Diaph act CS
11 | C/C(=N\NC(=O)CSc1nnc(C)s1)c1ccc(Cl)cc1 | 4 | 1
12 | O=C1C=C(Nc2ccc(Cl)cc2)CC(c2ccc(Cl)cc2)C1 (centres undefined) | 5 | 1
13 | CC1CCCN(C(=O)c2ccc3c(c2NCCO)C(=O)c2ccccc2C3=O)C1 (centres undefined) | 3 | 0.6
14 | CCN1C(=O)C(O)(C2COC(C)(C)CC2=O)c2ccccc21 (centres undefined) | 10 | 1

(next part)
[16] Cc1ccc(C)c(C(C)NC(=O)C2C3CCC(O3)C2C(=O)O)c1 (centres undefined)
[17] O=C(N[C@@H](Cc1ccc(O)cc1)C(=O)O)c1ccc(C(F)(F)F)cc1
[18] CCCCSc1nnc(-c2ccccc2N)c(=O)[nH]1
[19] CCOC(=O)c1cc(CC)sc1NC(=O)CC1SC(N)=NC1=O (centres undefined)
[20] COC(=O)CCC(=O)N1CCCC(CNS(=O)(=O)c2ccc(OC)cc2)C1 (centres undefined)

screen / no.	16	17	18	19	20
FLuc act counter	1	1	1	1	1.1
NF-kB neuron act	0.86	1.2	2.2	1.4	0.99
Diaph inh CS	15	26	23	2	8
G6PDH CS	12	8	4	4	8
STAT1 activator	96	103	117	104	110
APP 5'UTR act	13	-2	37	12	14
FLuc inhib CS	-4	2	2	-3	-9
APP 5UTR inh	-13	2	-37	-12	-14
Diaph act CS	0.8	0.7	0.8	1	0.9
TLR4 MyD88 comp	0	3	0	2	9

[21] O=C(COc1ncnc2ccccc12)Nc1cccc(S(=O)(=O)N2CCOCC2)c1
[22] CCCCCC(=O)Nc1ccc(-c2cn3cccnc3n2)cc1
[23] CNC(=S)N1CCN(C(c2ccccc2)c2ccccc2)CC1
[24] O=C(c1c[nH]c2ccccc12)N1CCN(Cc2ccccc2)CC1
[25] Cc1ccc(NS(=O)(=O)c2ccc(CCC(=O)NCc3ccccn3)cc2)cc1

screen / no.	21	22	23	24	25
FLuc act counter	1	0.9	1.1	0.9	1
NF-kB neuron act	1	0.94	1.2	1.1	0.93
Diaph inh CS	11	3	21	10	0
G6PDH CS	-13	7	6	7	6
STAT1 activator	96	103	99	102	96
APP 5'UTR act	3	24	1	-1	0
FLuc inhib CS	-4	9	-8	12	-2
APP 5UTR inh	-4	-24	-1	1	0
Diaph act CS	0.9	1	0.8	0.9	1
TLR4 MyD88 comp	7	-14	5	-14	-17

[26] CN(C(=O)/C=C/c1ccc([N+](=O)[O-])s1)c1ccccc1
[27] O=Cc1cn(CC(=O)N2CCc3ccccc32)c2ccccc12
[28] CCCc1nc(SCC(=O)c2ccccc2)c2c(=O)n(C)c(=O)n(C)c2n1
[29] Cc1cc(Nc2cccc(F)c2)n2c(n1)nc1ccccc12
[30] OCCNc1nc(SCc2ccccc2)nc2sc3c(c12)CCC3

screen / no.	26	27	28	29	30
FLuc act counter	1	1	1	1	1
NF-kB neuron act	0.92	1.1	0.41	1.1	0.97
Diaph inh CS	-7	5	14	1	18
G6PDH CS	-2	3	-43	-7	4
STAT1 activator	82	96	101	103	102
APP 5'UTR act	-13	-21	4	10	8
FLuc inhib CS	3	-4	-4	1	-2
APP 5UTR inh	13	21	-4	-10	-8
Diaph act CS	1.1	0.9	0.9	1	0.8
TLR4 MyD88 comp	-11	-5	-1	16	-6

[31] O=C(CNC(=S)N(Cc1ccccc1)Cc1cccnc1)NC1CCCCC1
[32] CCOc1ccc(NC(=S)N(CCc2c(C)[nH]c3ccc(C)cc23)Cc2ccncc2)cc1
[33] COc1ccc2c(COC(=O)CC3Sc4ccccc4NC3=O)cc(=O)oc2c1 (centres undefined)
[34] Cc1ccc(OCCNC(=O)c2cc(C(=O)NCCOc3ccc(C)cc3)cc([N+](=O)[O-])c2)cc1
[35] COc1ccc(CCNC(=O)COC(=O)COc2ccc(Cl)cc2)cc1OC

screen / no.	31	32	33	34	35
FLuc act counter	1.1	1.1	1	1	1.1
NF-kB neuron act	0.96	0.85	0.56	0.84	1.3
Diaph inh CS	0	22	13	9	11
G6PDH CS	-9	17	2	-8	-1
STAT1 activator	91	108	99	103	107
APP 5'UTR act	·	10	-8	-5	-34
FLuc inhib CS	-7	-11	-2	-1	-6
APP 5UTR inh	·	-10	8	5	34
Diaph act CS	1	0.8	0.9	0.9	0.9
TLR4 MyD88 comp	7	5	-9	0	-2

Reformatted bar-delimited: three of the compounds above.
entry | smiles | FLuc act counter | NF-kB neuron act | Diaph inh CS | G6PDH CS | STAT1 activator | APP 5'UTR act | FLuc inhib CS | APP 5UTR inh | Diaph act CS | TLR4 MyD88 comp
32 | CCOc1ccc(NC(=S)N(CCc2c(C)[nH]c3ccc(C)cc23)Cc2ccncc2)cc1 | 1.1 | 0.85 | 22 | 17 | 108 | 10 | -11 | -10 | 0.8 | 5
34 | Cc1ccc(OCCNC(=O)c2cc(C(=O)NCCOc3ccc(C)cc3)cc([N+](=O)[O-])c2)cc1 | 1 | 0.84 | 9 | -8 | 103 | -5 | -1 | 5 | 0.9 | 0
33 | COc1ccc2c(COC(=O)CC3Sc4ccccc4NC3=O)cc(=O)oc2c1 (centres undefined) | 1 | 0.56 | 13 | 2 | 99 | -8 | -2 | 8 | 0.9 | -9

The list goes on:
[36] O=c1cc(-c2ccccc2)c2ccc(O)c(CN3CCCCC3)c2o1
[37] COc1ccc(N(CC(=O)N/N=C/c2cccc3c2OCCO3)S(=O)(=O)c2ccc(NC(C)=O)cc2)cc1
[38] CCOC(=O)c1cc2occc2n1CC(=O)NC1CCCCC1C (centres undefined)
[39] O=C(Nc1ccon1)c1ccc(OC2CCCC2)cc1
[40] CCOc1cc(/C=C2\N=C(C)OC2=O)cc(Br)c1OCCc1ccccc1

screen / no.	36	37	38	39	40
FLuc act counter	1.1	1	1.1	0.4	1.1
NF-kB neuron act	0.91	0.72	1.2	4.5*	1.1
Diaph inh CS	12	8	11	19	10
G6PDH CS	0	5	1	1	0
STAT1 activator	114	98	102	155*	101
APP 5'UTR act	-3	13	11	93	-1
FLuc inhib CS	-8	-3	-5	59*	-7
APP 5UTR inh	3	-13	-11	-93	1
Diaph act CS	0.9	0.9	0.9	0.8	0.9
TLR4 MyD88 comp	-3	8	6	4	4

Compound activity as filed in PubChem.
